DT40 TDP1 no CPT – qHTS for Inhibitors of human tyrosyl-DNA phosphodiesterase 1 (TDP1): qHTS in cells in absence of CPT | DT40 Tdp1-/- hTDP1 cells, no CPT, ATP luminescence, 48 h | Potency, µM (titrated, usually from 46.2 µM), inactives show at the top dose activity change, negative = growth inhibition, most hits filed as inhibitors | 420,000 compounds, 15% hits; also: nearly all actives have a fitted effect of over 55% in size
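Stably hTDP1-transfected Tdp1-null chicken DT40 cells were treated with library compounds minus camptothecin and grown for at least 48 hr at 37 °C, after which cellular ATP was quantified by luminescence.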
DT40 TDP1 CPT – DT40-hTDP1 cell growth loss with CPT; chicken DT40 Tdp1-/-;hTDP1 cells + 20 nM CPT, ATP luminescence, 48 h; Potency, µM (top dose mostly 46.2 µM), for inactives: at the top dose activity change, negative = growth inhibition, usual class: inhibitors; 420,000 compounds, 12% hits; AID 686979; also: nearly all actives have a fitted effect of over 55% in size
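Chicken DT40 Tdp1-/- cells stably complemented with human TDP1 were seeded at 400 cells/well in medium containing 20 nM camptothecin, exposed to pin-transferred compounds, and grown at 37 °C for at least 48 hr. Viability was read as ATP luminescence.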
TDP1 inh – TDP1 (human) enzyme inhibition; Q9NUW8; recombinant TDP1, AlphaScreen DNA substrate cleavage; Potency, µM (highest dose often 130 µM), for the others: at the top dose activity change, negative = inhibition, usual class: inhibitors; 350,000 compounds, 0.28% hits; AID 485290; also: nearly all actives have a fitted effect of over 40% in size
Target sequence (Q9NUW8 whole entry, looked up): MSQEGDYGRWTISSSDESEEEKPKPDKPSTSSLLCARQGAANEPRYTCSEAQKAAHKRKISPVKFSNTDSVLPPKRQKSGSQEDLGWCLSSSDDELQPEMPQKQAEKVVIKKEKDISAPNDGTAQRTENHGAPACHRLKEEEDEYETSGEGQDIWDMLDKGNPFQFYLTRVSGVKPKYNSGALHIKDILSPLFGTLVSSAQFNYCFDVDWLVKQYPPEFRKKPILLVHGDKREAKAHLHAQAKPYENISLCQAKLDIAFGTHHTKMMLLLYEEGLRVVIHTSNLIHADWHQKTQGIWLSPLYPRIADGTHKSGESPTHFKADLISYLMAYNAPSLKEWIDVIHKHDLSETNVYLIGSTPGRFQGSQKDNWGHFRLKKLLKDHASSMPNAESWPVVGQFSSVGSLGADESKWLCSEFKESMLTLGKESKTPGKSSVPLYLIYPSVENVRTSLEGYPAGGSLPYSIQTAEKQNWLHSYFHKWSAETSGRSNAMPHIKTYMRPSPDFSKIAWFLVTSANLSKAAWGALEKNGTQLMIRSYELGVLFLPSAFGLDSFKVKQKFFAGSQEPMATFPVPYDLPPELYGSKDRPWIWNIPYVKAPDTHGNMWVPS
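E. coli-derived human Tdp1, 1 nM final. Cpd preinc 15 min RT; substrate 15 nM final, 5 min RT; AS bead mix 10 ug/ml final, 10 min RT. Signal loss = tyrosine-FITC cleavage. No-enzyme wells = max signal.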
* hit, by the source's call; ? = inconclusive; · = no result given; [ ] = remark or other dose. Calls follow the shape of the dose curve; as a rule, active = well fitted curve in the direction sought with a large enough effect; inconclusive = small, poorly fitted or top-dose-only effect, or another doubt; inactive = no such curve, though single readings can be large; an effect the other way counts as inactive or inconclusive. % is scaled to controls: 0 for no effect and ±100 for the full control effect; potency is read from the fitted curve at half-maximal effect.

SMILES | DT40 TDP1 no CPT | DT40 TDP1 CPT | TDP1 inh
Cc1ccc2onc(CNC(=O)Nc3ccccc3C#N)c2c1 | -9% | 2% | 0%
COc1ccccc1/C=C/C(=O)NCC(=O)N/N=C(/C)c1ccc(Cl)cc1 | ? | ? | -1%
Cc1cc(NC(=O)c2ccccc2C)ccc1NC(=O)c1ccccc1Cl | ? | -22% | ·
O=C(O)CCC(=O)NNC(=O)COc1ccc2ccccc2c1Br | 5% | 0% | -2%
CCOCCCNC(=O)c1ccc(OC)cc1 | -9% | 0% | -7%
CCOC(=O)C1(CCOC)CCN(Cc2ccncc2)CC1 | -4% | 15% | ·
O=C(Nc1ccc(C(=O)O)cc1)/C(=C\c1ccc([N+](=O)[O-])cc1)NC(=O)c1ccc(Br)cc1 | -11% | 3% | 0%
CC1CCCN(Cc2nc3c(c(=O)n(C)c(=O)n3C)n2CCCc2ccccc2)C1 (stereo not given) | 18µM* | 21µM* | 4%
Cc1oc2c(c1C(=O)Nc1ccc(OC(F)(F)F)cc1)C1=NCCN1C=N2 | -3% | -2% | 10%
CCC(=O)Nc1ccc(C(=O)CSc2nnc(-c3cccnc3)o2)cc1 | -21% | -17% | 2%
Cc1cc(C)c2c(CC(=O)Nc3ccc(F)cc3)coc2c1 | -30% | ? | 0%
O=C(c1cccc(F)c1)N1CCC2(CCCN(Cc3ccncc3)C2)CC1 | ? | -21% | ·
c1ccc(-c2ncc(-c3ccn[nH]3)s2)cc1 | ? | 5% | 0%
Cc1ccc(SC(C)C(=O)NC2CC2)cc1 (stereo not given) | 24% | 9% | 2%
O=C(Cn1nc(C(=O)O)c2ccccc2c1=O)Nc1ccc2c(c1)OCO2 | 8% | 0% | -3%
COc1ccc(/C=C/C(=O)NCCCc2ccccc2)cc1OC | -4% | -10% | 4%
Cc1cc([N+](=O)[O-])cc2c1NC(c1ccccn1)C1CC=CC21 (stereo not given) | -22% | ? | 8%
CCOC(=O)C1CCN(C(=O)c2cccc(S(=O)(=O)N(C)C3CCCCC3)c2)CC1 | ? | ? | ·
COc1ccc(CCC(=O)NC2CC(=O)N(c3ccc(C)c(C)c3)C2)cc1 (stereo not given) | -18% | -2% | -3%
CCN1C(=O)[C@@H]2[C@@H]3CN(S(=O)(=O)c4ccccc4C)[C@@H](c4ccc(Cl)cc4)[C@@H]3C(=O)C[C@@H]2C1=O | ? | ? | ·
CCOC(=O)C1=C2c3cc(OC)c(OC)cc3CC(C)(C)N2C(=O)C1=O | -13% | ? | 3%
Cc1ccccc1-n1nc(C)c2c(C(=O)NN)cc(-c3ccncc3)nc21 | -4% | 3% | 7%
COc1ccc(C(C)=O)cc1CSCCC(=O)O | -7% | -11% | 2%
C=CCOc1ccc(CN(C)C(=O)C2CCCO2)cc1 (stereo not given) | ? | 2% | 3%
COc1cc(OC)cc(C(=O)NCCCn2ccnc2)c1 | 12% | 29% | 1%
c1ccc(Nc2ccccn2)nc1 | -11% | -10% | 3%
Nc1ncc(Br)cc1S(=O)(=O)NCCc1ccccc1 | -4% | 3% | 1%
Cn1c(=O)cc(SCC(=O)NCCCN2CCN(c3ccccc3F)CC2)c2ccccc21 | ? | -18% | 7%
CC(=O)c1cccc(NC(=S)N2CCN(S(C)(=O)=O)CC2)c1 | 2% | 2% | 3%
COc1ccc2[nH]c(C)c(C(=O)CN(C)CC(OC)OC)c2c1 | ? | ? | ·
O=c1[nH]c(/C=C/c2ccc(Br)cc2)nc2ccccc12 | -12% | -10% | ·
O=C(CCN1C(=O)/C(=C\c2ccccc2)SC1=S)N1CCOCC1 | 10µM* | 8.2µM* | ·
Cc1cc(=O)n2c(C(=O)Nc3ccc(C)c(Cl)c3)c(C(=O)Nc3ccccc3)sc2n1 | ? | ? | -2%
COc1cccc(/C=C/C(=O)NNC(=O)c2ccncc2)c1OC | -4% | 2% | 2%
CNC(=O)c1ccsc1NC(=O)CS(=O)(=O)c1ccc(F)cc1 | ? | ? | ·
O=C(Nc1cccc(F)c1)[C@H](CSCc1ccccc1)N1Cc2ccccc2C1=O | ? | -8% | 3%
C[N+]1(CC(O)COc2ccccc2)CCN(C(=O)c2ccc([N+](=O)[O-])cc2)CC1 (stereo not given) | 6% | 6% | 1%
CC1CC(C)CN(S(=O)(=O)N2CCCC(C(=O)NC3CCCCC3C)C2)C1 (stereo not given) | -10% | ? | 2%
Cc1c(C(=O)N2CCOCC2)c(S(=O)(=O)Nc2ccccc2)c(C)n1C | -9% | 2% | 4%
COc1cc(/C=C2/C(=N)N3N=C(CC(=O)N4CCOCC4)SC3=NC2=O)ccc1OCc1ccc(F)cc1 | 16% | -11% | 6%
CCc1ccc(-c2csc(NC(=O)Oc3ccccc3)n2)cc1 | -19% | 23% | 0%
Cc1ccc(C)c(N2CCN(C(=O)C3CCCCN3S(=O)(=O)c3ccc(F)cc3)CC2)c1 (stereo not given) | ? | ? | 4%
COC(=O)c1ccccc1NC(=O)NCc1ccco1 | 1% | 0% | 6%
O=C(O)C1CCC(=O)N(C2CC2)C1c1ccccc1 (stereo not given) | -9% | -5% | 3%
Cc1cccc(NC(=S)NNC(=O)c2ccco2)c1 | -9% | -16% | 11%
CCSc1nnc(NC(=O)CSc2nnc(CNC(=O)c3ccc(OC)cc3)o2)s1 | -9% | -15% | 0%
CCOc1ccc(-n2c(-c3ccco3)nc3c(cnn3-c3ccc(C)cc3)c2=O)cc1 | ? | ? | 4%
O=C(O)c1ccccc1-c1ccccc1C(=O)Nc1ccccc1 | -16% | -13% | -1%
COc1ccc(N(CC(=O)N2CCN(c3ccc(F)cc3)CC2)S(=O)(=O)c2c(C)nn(C)c2C)cc1 | 23µM* | ? | -2%
Cc1cccc(-c2nnn(Cc3nnc(NC(=O)c4ccccc4)s3)n2)c1 | -19% | -11% | -1%

For convenience, 13 of the compounds above.
SMILES | DT40 TDP1 no CPT | DT40 TDP1 CPT | TDP1 inh
CC1CC(C)CN(S(=O)(=O)N2CCCC(C(=O)NC3CCCCC3C)C2)C1 (stereo not given) | -10% | ? | 2%
Cc1c(C(=O)N2CCOCC2)c(S(=O)(=O)Nc2ccccc2)c(C)n1C | -9% | 2% | 4%
COc1cc(/C=C2/C(=N)N3N=C(CC(=O)N4CCOCC4)SC3=NC2=O)ccc1OCc1ccc(F)cc1 | 16% | -11% | 6%
CCc1ccc(-c2csc(NC(=O)Oc3ccccc3)n2)cc1 | -19% | 23% | 0%
Cc1ccc(C)c(N2CCN(C(=O)C3CCCCN3S(=O)(=O)c3ccc(F)cc3)CC2)c1 (stereo not given) | ? | ? | 4%
COC(=O)c1ccccc1NC(=O)NCc1ccco1 | 1% | 0% | 6%
O=C(O)C1CCC(=O)N(C2CC2)C1c1ccccc1 (stereo not given) | -9% | -5% | 3%
Cc1cccc(NC(=S)NNC(=O)c2ccco2)c1 | -9% | -16% | 11%
CCSc1nnc(NC(=O)CSc2nnc(CNC(=O)c3ccc(OC)cc3)o2)s1 | -9% | -15% | 0%
CCOc1ccc(-n2c(-c3ccco3)nc3c(cnn3-c3ccc(C)cc3)c2=O)cc1 | ? | ? | 4%
O=C(O)c1ccccc1-c1ccccc1C(=O)Nc1ccccc1 | -16% | -13% | -1%
COc1ccc(N(CC(=O)N2CCN(c3ccc(F)cc3)CC2)S(=O)(=O)c2c(C)nn(C)c2C)cc1 | 23µM* | ? | -2%
Cc1cccc(-c2nnn(Cc3nnc(NC(=O)c4ccccc4)s3)n2)c1 | -19% | -11% | -1%

The listing continues.
SMILES | DT40 TDP1 no CPT | DT40 TDP1 CPT | TDP1 inh
O=S1(=O)CCC(NS(=O)(=O)c2cccc3cccnc23)C1 (stereo not given) | -1% | -9% | 5%
CCSC(=Nc1ccccc1)Nc1ccccc1 | ? | -2% | 5%
O=C(Nc1ccnn1C1CCN(C(=O)c2ccc(Cl)c(F)c2)CC1)C1CCOC1 (stereo not given) | 17% | -5% | 2%
O=C(Cn1cnc2sc3c(c2c1=O)CCCC3)NCC(=O)Nc1c(F)cc(F)cc1Br | -5% | ? | 1%
O=C(CN1CCN(c2cccc(C(F)(F)F)c2)CC1)Nc1ccc2c(c1)OCCCO2 | ? | 11% | ·
C#Cc1ccc([C@@H]2C=C(C(=O)NCc3nc4ccccc4[nH]3)O[C@H](OCC)[C@H]2CCCO)cc1 | ? | ? | 1%
O=C1CNC(=O)/C(=C\c2ccc(F)cc2)N1 | -9% | 30% | ·
O=C(NC(=S)Nc1cc(Cl)ccc1N1CCOCC1)c1ccc(-c2cccc(Cl)c2)o1 | -19% | 1% | 0%
CC(C)/C=N/NC(=O)c1cccc(N2CCCC2=O)c1 | 3% | -7% | -5%
Cc1c(Cl)ccc2c1NC(=O)C21NC(CCC(N)=O)[C@H]2C(=O)N(c3ccc(Cl)cc3)C(=O)[C@H]21 (stereo not given in full) | -9% | -21% | 0%
COc1ccc(/C=C/c2cc[n+](C)c3ccccc23)cc1OC | ? | ? | ·
CC1=Nc2ccccc2/C1=C/c1nc(-c2ccc(C)s2)oc1O | ? | ? | 5%
O=C(CCCCn1c(=O)c2ccccc2n(Cc2cccc(Cl)c2)c1=O)NCc1ccc2c(c1)OCO2 | 12µM* | ? | 6%
CC1Cc2ccccc2N1C(=O)CSc1nnc2c(n1)[nH]c1ccc(F)cc12 (stereo not given) | 21µM* | ? | -5%
CCOC(=O)[C@H]1[C@H]2COc3ccc(Br)cc3[C@@H]2N2C(=O)c3ccc(F)cc3NC(=O)[C@@]12C | ? | ? | -10%
O=C(NC1CCCC1)C(c1ccc(F)cc1)N(Cc1ccc(F)cc1)C(=O)CCl (stereo not given) | 4.6µM* | 3.3µM* | 3%
COC(=O)c1sccc1S(=O)(=O)N1CCCC(N(C)CCc2ccccn2)C1 (stereo not given) | -3% | 3% | 3%
C=CCc1ccccc1OCC(O)CN(C(C)C)C(C)C (stereo not given) | 23µM* | -24% | 4%
COC(=O)CC1Oc2ccc(Cl)cc2-n2cc(-c3ccccc3)nc21 (stereo not given) | 13µM* | 21µM* | -1%
COc1ccc(N2C(=O)CC(n3c(CCCCO)nc4ccccc43)C2=O)cc1 (stereo not given) | ? | ? | 8%
O=C(NCc1ccc(F)cc1)c1cc(C2CCCCN2S(=O)(=O)c2ccc(F)cc2F)on1 (stereo not given) | ? | 23µM* | ·
COc1ccccc1N(CC(=O)NCc1cccnc1)S(C)(=O)=O | -6% | 6% | 5%
COC(=O)[C@H]1C[C@H]2[C@@H]3CC[C@H]4C[C@@H](OC)CC[C@]4(C)[C@H]3CC[C@]2(C)[C@@]2(CCCO2)O1 | 16µM* | ? | ·
C=C(C)CN(CC)CCC(=O)Nc1ccc(OC)cc1OC | -15% | -26% | -1%
Cc1cc2ccccc2cn1 | -10% | -9% | ·
CCOC(=O)c1c(N2C(=O)Nc3ccccc3N2O)sc2c1CCCC2 | 7% | 3% | -1%
CCOC(=O)N1CCc2c(sc3c2c(=O)n(CCc2ccccc2)c(=O)n3CC(=O)Nc2ccc(C)cc2)C1 | 7.3µM* | 9.2µM* | 1%
CCOc1ccc(-n2c(Cc3cc(=O)[nH]c(=O)[nH]3)nnc2SCC)cc1 | 11% | -1% | 3%
CN(C)/C=C(\C=O)c1ncc(C(F)(F)F)cc1Cl | 5% | 4% | 6%
O=C(CNC(=O)c1cccs1)OCc1c(F)cccc1Cl | 5% | 30%[activator] | ·
C#CCOCCOCCOCCNc1nc(N2CCN(C(=O)[C@H](CCC(=O)O)n3cc(CN)nn3)CC2)nc(N2CCN(C(=O)[C@H](CCCCN)n3cc([C@@H](N)CC(N)=O)nn3)CC2)n1 | -6% | -13% | 2%
CCOC(=O)c1ccc(N/C=C\C(=O)c2cccc(OC)c2)cc1 | -26% | -17% | 3%
COc1ccc(NC(=O)C2=C(C)C(=O)OC23CCC(C)CC3)cc1Cl (stereo not given) | ? | ? | 4%
O=C1CCc2cc(S(=O)(=O)Nc3ccccc3)ccc2N1 | 1% | -11% | 0%
COCC1CCN(Cc2nc(COc3ccccc3)no2)C1 (stereo not given) | -2% | -24% | 8%
CCS(=O)(=O)N1CCc2cc(C(=O)NC(C)c3ccccc3)ccc21 (stereo not given) | ? | ? | 6%
COc1ccc(OC)c(C2=C/C(=C/c3ccccn3)C(=O)O2)c1 | -34% | -5% | ?
COc1cccc(N2CCN(C(=O)c3[nH]c(C)c(C(C)=O)c3C)CC2)c1 | 4.5µM* | 5.6µM* | 0%
C=CCn1c(O)c(N=NC(=S)Nc2cccc(OC)c2)c2ccccc21 | 2.9µM* | 3.3µM* | 11%
CCn1nc(NC(=O)c2ccccn2)c2cc3cccc(C)c3nc21 | 18µM* | ? | 0%
OC(c1cc(Cl)cc(Cl)c1)c1ncc(-c2ccccc2F)[nH]1 (stereo not given) | ? | ? | ·

Screening results from PubChem BioAssay.
